Screening results (PubChem)
Shiga inhibitor: A qHTS for Small Molecule Inhibitors of Shiga Toxin. Vero cells, Shiga toxin protein synthesis inhibition reporter. inhibition, % at 38.7 µM. actives 9.2% (n = 290,000); in the data active = inhibition mostly above about 28%, no sharp cut-off; inactive = mostly below about 43%; note: 0% is about no effect
HCV inhibitor: qHTS Assay for Inhibitors of Hepatitis C Virus (HCV); Potency, µM (highest dose often 41.8 µM), for the others: at the highest dose activity change, negative = inhibition, most hits filed as inhibitors; Huh7.5.1 HCVcc-Cre infection, luciferase reporter, 44 h; actives 3.4% (n = 340,000); note: potency is the fitted concentration of half-maximal effect; % is set by controls: 0 for no effect and ±100 for the full control effect
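Seed cells (1,000/well) for 4 h; treat with compound and infect with HCVcc-Cre, moi about 0.5. Incubate 44 h, then detect luciferase activity.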
Giardia FBPA inh: qHTS Assay for Inhibitors of Fructose-1,6-bisphosphate Aldolase from Giardia Lamblia; actives 0.71% (n = 290,000); AID 2451, 2010; purified Giardia FBPA; Potency, µM (titrated, usually from 59.6 µM), without a hit: top-dose activity, negative = inhibition, usual class: inhibitors; note: potency is the fitted concentration of half-maximal effect; % is set by controls: 0 for no effect and ±100 for the full control effect; nearly all actives have a fitted effect of over 55% in size
Target sequence (A8B2U2 whole entry, looked up): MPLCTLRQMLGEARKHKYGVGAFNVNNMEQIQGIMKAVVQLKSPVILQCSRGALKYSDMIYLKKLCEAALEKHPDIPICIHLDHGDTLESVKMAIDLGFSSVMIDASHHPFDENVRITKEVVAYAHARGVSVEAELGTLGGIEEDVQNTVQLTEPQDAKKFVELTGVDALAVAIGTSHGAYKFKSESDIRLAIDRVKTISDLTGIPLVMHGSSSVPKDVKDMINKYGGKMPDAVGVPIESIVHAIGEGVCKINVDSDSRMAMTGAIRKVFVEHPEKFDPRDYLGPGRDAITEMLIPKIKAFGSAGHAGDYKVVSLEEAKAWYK
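40 nM FBPA preincubated 10 min at RT with compound (up to 57.5 uM final), then substrate plus GAPDH/TPI/NAD/arsenate coupling and diaphorase/resazurin added. Fluorescence read after 20 min at RT, 525/598 nm.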
Pf growth 96h: Primary qHTS for delayed death inhibitors of the malarial parasite plastid, 96 hour incubation. P. falciparum luciferase reporter growth, 96 h. Potency, µM (doses to about 28.7 µM), for inactives: at the highest dose activity change, negative = inhibition, usual class: inhibitors. actives 6.9% (n = 320,000); note: potency is the fitted concentration of half-maximal effect; % is set by controls: 0 for no effect and ±100 for the full control effect
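Two-generation exposure (96 h) targets delayed-death phenotype. Reporter parasites carrying integrated firefly luciferase, in red cells at 2% hematocrit and 0.05% parasitemia final, kept at 37 C, 5% CO2; luminescence loss indicates inhibition.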
Pf growth 48h: Primary qHTS for delayed death inhibitors of the malarial parasite plastid, 48 hour incubation; Potency, µM (doses to about 28.7 µM), for inactives: at the highest dose activity change, negative = inhibition, actives largely listed as inhibitors; P. falciparum luciferase growth in erythrocytes, 48 h; actives 5.9% (n = 310,000); AID 504832, 2011; note: potency is the fitted concentration of half-maximal effect; % is set by controls: 0 for no effect and ±100 for the full control effect
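Growth was read as firefly luciferase luminescence after a 48 h, 37 C, 5% CO2 exposure of compounds to reporter-bearing P. falciparum cultures (0.1% parasitemia, 2% hematocrit final) in Albumax-supplemented RPMI 1640.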
Cycloheximide cs: Cycloheximide Counterscreen for Small Molecule Inhibitors of Shiga Toxin; actives 12% (n = 300,000); cell reporter, cycloheximide protein synthesis inhibition counterscreen; max response, %; in the data active = max response mostly above about 13%, no sharp cut-off; inactive = mostly below about 14%; note: read at 38.3 µM for the half of the compounds with a filed dose; 0% is about no effect
* = called active by the depositor; ? = inconclusive; nt = no result given; & = joins results of further samples; [ ] = remark or other dose. Unless noted, calls come from the whole dose curve; as a rule, active = well fitted curve in the direction sought with a large enough effect; inconclusive = small, poorly fitted or top-dose-only effect, or another doubt; inactive = no such curve, though single readings can be large; an effect the other way counts as inactive or inconclusive.

SMILES	Shiga inhibitor	HCV inhibitor	Giardia FBPA inh	Pf growth 96h	Pf growth 48h	Cycloheximide cs
CC1CCCN(C(=O)C(=O)c2cn(CC(=O)N3CCCCCC3)c3ccccc23)C1 (stereo unspecified)	-1	-18%	nt	12µM*	?	1
CCc1ccc(C(=O)OCC(=O)NCCNC(=O)COC(=O)c2ccc(CC)cc2)cc1	-6	3%	nt	29%	1%	1
CC(=O)Nc1ccc(CN2CCN(CCc3ccccc3)C(CCO)C2)cc1 (stereo unspecified)	-4	12%	1%	-16%	8%	1
O=C(N/N=C/c1ccc2c(c1)OCO2)c1ccc(Cl)cc1Cl	18	5%	-4%	29%	-1%	15*
NC(=S)N=Nc1c(O)n(CC(=O)Nc2ccccc2)c2ccccc12	-9	5%	-7%	21%	12%	-2
CCOC(=O)Nc1cc2c(C)cc(=O)oc2cc1C	25	21%	-2%	nt	44%[activator]	3
COc1ccc(OC)c(S(=O)(=O)N2CCC(C(=O)NCc3ccncc3)CC2)c1	27	15%	4%	27%	2%	-7
O=C(/C=C/c1ccc(O)c(O)c1)O[C@@H]1C[C@](O)(C(=O)O)C[C@@H](O)[C@H]1O	nt	?	nt	5%&2%	3%&-2%	nt
CCOC(=O)c1ccc(N2C(=O)CC(SCC(N)C(=O)OCC)C2=O)cc1 (stereo unspecified)	20	-5%	-1%	90%[activator]	10µM*	11
CN(c1ccccc1)S(=O)(=O)c1ccc(NC(=O)C2CC2)cc1	-11	-5%	6%	6.6µM*	34%[activator]	0
Nn1c(SCC(=O)N2CCN(S(=O)(=O)c3ccc(Cl)cc3)CC2)nnc1-c1cccs1	-9	-9%	5%	?	nt	-5
COc1cc(NC(=O)CSc2nnnn2-c2ccccc2)cc(OC)c1OC	-10	16%	10%	5%	6%	2
Cc1ccc(C(=O)N/C(=C\c2ccco2)C(=O)NCCCn2ccnc2)cc1C	13	15%	-23%	-1%	-9%	4
C=CCNC(=O)c1ccc2nc(-c3ccccc3)c(-c3ccccc3)nc2c1	16	?	nt	?	?	-5
CCN(CC)CCn1c2c(c(SCC(=O)Nc3nc(C)cs3)nc1=O)CCCC2	nt	?	nt	?	?	nt
N#Cc1cc2c(nc1SCc1ccncc1)CCC2	102*	-25%	1%	27%	-10%	43*
CCOc1ccc(C2C(C#N)=C(N)SC(N)=C2C#N)cc1OCC	-9	0%&0%	-26%	2%	?	-3
NC(=O)NO	nt	6%	0%&10%	-2%&-2%	-21%&-5%	nt
COC(=O)CC(NC(=O)c1ccco1)c1ccc(C(C)C)cc1 (stereo unspecified)	-15	13%	0%	nt	-17%	-2
Cc1ccc2c(CN3CCC(C(N)=O)CC3)cc(=O)oc2c1C	-3	2%	4%	-10%	9%	-1
CCCN1CCN(C(=O)CN2C(=O)COc3ccc(S(=O)(=O)N(CC)CC)cc32)CC1	-5	6%	nt	2.9µM*	-2%	-1
CCOc1ccc(CN(C)CC(=O)Nc2cc(OC)c([N+](=O)[O-])cc2C)cc1	0	-23%	1%	?	-5%	5
CCC(C)[C@H]1CNC(=S)N1CCC12CC3CC(CC(C3)C1)C2 (stereo partly specified)	-4	15%	3%	?	?	-3
Cc1cccc(C(=O)OCC(=O)c2cccc(Br)c2)c1O	2	2%	nt	-1%	93%[activator]	0
COCc1cc(OC(=O)N(C)C)nc(-c2ccccc2)n1	-1	-9%	4%	25%	-10%	-3
CCn1cc(CN2CCC(n3nccc3NC(=O)CCOc3ccccc3)CC2)c(C)n1	-3	-10%	nt	0%	8%	1
N#Cc1ccc(/C=C/C(=O)c2cccnc2)cc1	-9	?	-6%	-9%	8%	-2
CSCCC(NC(=O)c1ccco1)C(=O)NCC(C)(C)N1CCOCC1 (stereo unspecified)	nt	?	nt	4%	1%	nt
COc1ccc(NC(=O)CNC(=O)CC23CC4CC(CC(C4)C2)C3)c(OC)c1	nt	7%	nt	?	?	nt
CCCC(=O)Nc1ccc2c(c1)c1ccccc1n2CC	21	?	0%	95%[activator]	3%	8
CCc1ccc(NC(=S)N2CCCCCCC2)cc1	68*	5%	-2%	116%[activator]	127%[activator]	56*
O=C(c1cnn2c(C(F)(F)F)cc(-c3ccco3)nc12)N1CCc2ccccc2C1	-3	?	-5%	4%	?	-4
C#CCCc1ccccc1/C=[N+](/C)[O-]	nt	2%	nt	-65%	?	nt
O=C(CSc1nc(C2CC2)nc2ccccc12)N1c2ccccc2Sc2ccc(C(F)(F)F)cc21	-8	?	-7%	?	?	1
COc1ccccc1CNC(=O)COC(=O)COc1ccccc1Cc1ccccc1	nt	2%	nt	27%	34%[activator]	nt
CC1(C(=O)Nc2cccc3ccccc23)CC1(Br)Br (stereo unspecified)	2	-1%	?	-12%	-3%	6
Cc1ccc(C)c(NC(=S)NCCc2cnc[nH]2)c1	-1	2%	-8%	11%	29%	-1
Nc1c(C(=O)NCc2ccco2)c2nc3ccccc3nc2n1Cc1ccccc1	3	?	?	?	?	6
O=C(OCn1ncc(Cl)c(Cl)c1=O)c1ccc(C(F)(F)F)cc1	-6	10µM*	6%	18%	31%[activator]	-1
COc1cc(C(F)(F)F)nc2c(Br)c(C(C)(C)C)nn12	-1	-6%	5%	-4%	-7%	-2
CCN1CCN(C(=O)C2CCN(S(=O)(=O)c3cccc4cccnc34)CC2)CC1	-7	9%	-2%	31%[activator]	nt	0
Cn1c(Cc2ccccc2)nnc1SCC(=O)NCCc1ccccc1	2	14%	5%	?	-10%	-4
CCn1cnc2c(oc3ccccc32)c1=O	52	3%	-1%	3%	28%	24*
CC(C)(C)C(=O)NC(=C(Cl)Cl)P(=O)(O)O	-21	13%	-1%	138%[activator]	52%[activator]	-5
O=C(CCCn1c(=S)[nH]c2ccsc2c1=O)NCc1ccco1	-6	nt	16µM*	?	?	-1
OCc1cn(-c2ccccc2)nc1-c1ccc2c(c1)OCCO2	101*	11µM*	2%	84%[activator]	195%[activator]	45*
COc1cccc(C(=O)Nc2ncc3c(n2)CC(C)CC3=O)c1 (stereo unspecified)	71*	8%	14%	6%	13%	40*
COc1ccc(N(CC(=O)N/N=C/c2cccnc2)S(=O)(=O)c2ccccc2)c(OC)c1	-4	7%	-2%	43%[activator]	-9%	-2
Cc1ccc(/C(O)=C2/C(=O)C(=O)N(CC(=O)O)C2c2ccc([N+](=O)[O-])cc2)cc1 (stereo unspecified)	10	5%	5%	?	3%	-4
CC1=NOC(=O)/C1=C\c1ccc(-c2ccc(Br)cc2)o1	4	-13%	-12%	12%	22%	8

Molecules shown so far that contain fluorine:
SMILES	Shiga inhibitor	HCV inhibitor	Giardia FBPA inh	Pf growth 96h	Pf growth 48h	Cycloheximide cs
O=C(c1cnn2c(C(F)(F)F)cc(-c3ccco3)nc12)N1CCc2ccccc2C1	-3	?	-5%	4%	?	-4
O=C(CSc1nc(C2CC2)nc2ccccc12)N1c2ccccc2Sc2ccc(C(F)(F)F)cc21	-8	?	-7%	?	?	1
O=C(OCn1ncc(Cl)c(Cl)c1=O)c1ccc(C(F)(F)F)cc1	-6	10µM*	6%	18%	31%[activator]	-1
COc1cc(C(F)(F)F)nc2c(Br)c(C(C)(C)C)nn12	-1	-6%	5%	-4%	-7%	-2

The listing continues.
SMILES	Shiga inhibitor	HCV inhibitor	Giardia FBPA inh	Pf growth 96h	Pf growth 48h	Cycloheximide cs
CNC(=O)Nc1ccccc1F	-21	21%	4%	37%[activator]	nt	-5
O=C(N/N=C/c1ccccn1)c1cc(C2CC2)nc2ccccc12	2	-11%	8%	?	-7%	-8
NC(=S)NNc1cc(Cl)cc(Cl)c1	24	-11%	?	27%	nt	-5
Clc1ccc(-c2csc(-c3cccnc3)n2)s1	54*	?	-4%	?	?	32*
Cc1ccc(C)c(N2CCN(C(=O)CCCn3ncn4c(cc5occc54)c3=O)CC2)c1	-9	-27%	?	35%[activator]	-26%	10
COc1ccc(NC(=O)/C(C#N)=C\c2ccc(Br)o2)cc1	25	6%	0%	-2%	1%	22*
COc1ccc(F)cc1S(=O)(=O)NC1CC(C)(C)NC(C)(C)C1	-10	10%	0%	-3%	6%	-2
O=C(NNS(=O)(=O)c1ccc(Br)cc1)C1CCCCC1	31	18%	4%	16%	20%	-1
CC(=O)N1C(c2ccccc2)CC(=O)OC1c1ccc2c(c1)OCO2 (stereo unspecified)	-3	12%	-1%	nt	16%	-1
COc1ccc(CN2CCNC(=O)C2CC(=O)NC2CCCCCCC2)cc1C (stereo unspecified)	-4	-5%	-4%	37%[activator]	-7%	5
O=C(Nc1ccc(Cl)cc1)c1ccc2snnc2c1	38*	?	-6%	?	16%	37*
O=C(COC(=O)c1cncc(Br)c1)Nc1ccc2c(c1)OCO2	8	15%	-2%	-20%	16%	0
CCN(Cc1ccccc1)C(=O)C1CCN(Cc2ccc(SC)cc2)CC1	-2	?	3%	-29%	?	-3
CCOC(=O)N1CCN(C(=O)c2cnn3c(C(F)F)cc(-c4ccc(C)cc4)nc23)CC1	-12	1%	4%	31%[activator]	-4%	-2
N#CC1=C(N)C(C#N)(C#N)[C@H](c2ccncc2)[C@H]2CN(C(=O)OCc3ccccc3)CC=C12	2	-1%	-11%	?	10µM*	-1
Cc1ccc(-c2nn(-c3ccccc3)cc2C=O)o1	112*	0%	-23%	63%[activator]	176%[activator]	51*
COc1cccc(NC(=O)CCNC(=O)N2CC(=O)Nc3ccccc32)c1	0	14%	nt	?	6%	-1
CC(C)(C)NC(=O)NC(=O)CN1CCN(c2ncc(C(F)(F)F)cc2Cl)CC1	19	?	1%	-5%	nt	7
COC(=O)C1=C(c2ccc(F)cc2OCc2ccccc2)C[C@@H]2CC[C@H]1N2C(=O)NCc1ccccc1C(F)(F)F	nt	-9%	nt	?	5.2µM*	nt
COc1cccc(CNS(=O)(=O)/C=C/c2ccc(OC)c(OC)c2)c1	5	-14%	6%	16%	-10%	7

By substructure, the entries above containing a COOH group.
SMILES	Shiga inhibitor	HCV inhibitor	Giardia FBPA inh	Pf growth 96h	Pf growth 48h	Cycloheximide cs
O=C(/C=C/c1ccc(O)c(O)c1)O[C@@H]1C[C@](O)(C(=O)O)C[C@@H](O)[C@H]1O	nt	?	nt	5%&2%	3%&-2%	nt
Cc1ccc(/C(O)=C2/C(=O)C(=O)N(CC(=O)O)C2c2ccc([N+](=O)[O-])cc2)cc1 (stereo unspecified)	10	5%	5%	?	3%	-4

Additional compounds.
SMILES	Shiga inhibitor	HCV inhibitor	Giardia FBPA inh	Pf growth 96h	Pf growth 48h	Cycloheximide cs
Cc1cc(C)n(CC(O)Cn2c(C)c(C)c3ccccc32)n1 (stereo unspecified)	-18	-1%	?	nt	?	7
O=C(OCc1nc2ccc(Cl)cc2n1CCO)c1ccc(O)cc1	-9	-2%	-11%	-2%	3%	-1
CCC1(c2ccccc2)NC(=O)N(CC(=O)NC2(C#N)CCCCC2)C1=O (stereo unspecified)	nt	-24%[8.37 µM]	nt	8%	0%	nt
O=c1c(Cl)c(N2CCN(S(=O)(=O)c3ccc(F)cc3)CC2)cnn1-c1cccc(Cl)c1	-13	?	0%	6.6µM*	8.3µM*	4
CCC(OC(=O)c1cc2sccc2n1C)C(=O)NCC1CCCO1 (stereo unspecified)	9	-11%	6%	-9%	0%	-1
CN(Cc1cccnc1)C(=O)CCCc1c[nH]c2ccccc12	-10	-12%	1%	-24%	?	-2
COc1cccc(/C=N/NC(=O)C(=O)N2CCCCCC2)c1OC	-29	-1%	nt	87%[activator]	12%	-2
O=C(Cc1ccc(NC2=NC3CS(=O)(=O)CC3S2)cc1)Nc1ccc(F)cc1 (stereo unspecified)	-3	2%	-23%	-5%	-1%	-1
COc1ccc([C@H]2CC(=O)C=C(c3ccc(F)cc3OCc3ccccc3)C2)cc1OC	nt	?	nt	?	9.3µM*	nt
O=C(c1ccc2nc(-c3ccco3)c(-c3ccco3)nc2c1)N1CCC2(CC1)OCCO2	32	7%	7.1µM*	nt	?	4
C[C@@H](C(=O)NCCCCCC(=O)O)n1nnc2ccccc2c1=O	-8	-55%	1%	1%	?	-3
